Screens from PubChem.
Pf Dd2 inh – qHTS Primary assay for Inhibitors of Plasmodium falciparum Dd2 growth in vitro; P. falciparum Dd2 growth, SYBR Green, 72 h; Potency, µM (doses to about 28.9 µM), for the others: at the top dose activity, negative = inhibition, most hits filed as inhibitors; 120,000 tested, 4.3% active; active = well fitted inhibition curve with a large enough effect; inconclusive = small, poorly fitted or top-dose-only effect; inactive = no such curve, though single readings can be large or run the other way;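 also: plate controls were DMSO vehicle for no effect and reference drug for full effect; nearly all actives have a fitted effect of over 65% in size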
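Infected erythrocytes (Dd2, 0.3% parasitemia, 2.5% hematocrit final) are added to compound in RPMI-1640/Albumax II medium, grown 72 h at 37C in low oxygen, then lysed with saponin/Triton-X containing SYBR Green and read by fluorescence.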
An asterisk follows results filed as active; i = inactive; ? = inconclusive; [ ] = dose if it differs, or a comment. Potency is read from the fitted curve at half-maximal effect. Some of the compounds tested (hit frequency here may not be typical).

Compound | Pf Dd2 inh
Cc1ccc(SCc2nc(-c3ccc(C(=O)Nc4cc(C)ccc4C)cc3)oc2C)cc1 | ?
O=C(NCc1ccccc1)N1CCCC(c2noc(COc3ccccc3)n2)C1 (stereo unspecified) | i
CC1(c2cccnc2)N(Cc2ccccc2)C(=O)OC12CCN(C(=O)Cc1ccc3c(c1)OCO3)CC2 (stereo unspecified) | -3.1%
Cc1nc(-c2ccccc2)sc1-c1ccc(SCC(=O)Nc2ccccc2)nn1 | ?
COc1ccc(N(Cc2nnc3n2CCCCC3)C(=O)Nc2cccc(C)c2)cc1Cl | 11.9%
CC1(C)[C@H](Cc2cc(COc3ccccc3)on2)C[C@@H]1NC1CCOCC1 | 10µM*
O=C(Nc1cccn2nc(C3CCC3)nc12)c1cccc(C(F)(F)F)c1 | 4.47µM*
O=C(c1ccc(F)cc1)N(CC1CCOC1)C1CC1 (stereo unspecified) | i[5.79 µM]
O=C(NCCN1CCOCC1)C1Cn2cccc2C(=O)N1Cc1ccccc1 (stereo unspecified) | 24.7%
O=C(Cn1c(=O)n(Cc2cccs2)c(=O)c2cccnc21)Nc1ccccc1F | i
Cc1ccc(CCNC(=O)c2ccc3c(c2)N(Cc2ccccc2)C(=O)c2ccccc2S3=O)cc1 (stereo unspecified) | i
O=C(Nc1ccc(Cl)cc1)c1cc(S(=O)(=O)NC2CCCCCC2)ccc1F | ?

(continued)
Compound | Pf Dd2 inh
COc1ccc(CCc2nc(-c3nnn4c3COC(c3ccc(C)cc3)C4)no2)cc1 (stereo unspecified) | 23.8%
O=C(Cn1c(=O)nc(-c2ccccc2)c2cc(Cl)ccc21)NCc1ccc(Cl)cc1 | 15.1%
Cc1cc(C)n(-c2cccc(CN(C)C(=O)Cn3nnnc3CN3CCOCC3)c2)n1 | -2.6%
CCOc1ccc(/C=C/c2nc(C#N)c(N3CCCCCC3)o2)cc1 | 12.2%
COCCOCC(=O)N1CCOc2ccc(CN3CCc4ccccc4C3)cc2C1 | 11.2µM*
COc1ccccc1CNC(=O)c1cc2n(n1)CC(c1ccc(Cl)cc1)OC2 (stereo unspecified) | i
CCOc1ccc(CCNC(=O)C2CCN(c3ncnc4c3nc3n4CCCCC3)CC2)cc1 | ?
COc1ccc(NS(=O)(=O)c2ccc(-n3cccn3)cc2)cc1OC | ?
CN(C(=O)Cn1c(=O)n(CCC(=O)NCc2ccc3c(c2)OCO3)c(=O)c2sccc21)c1ccccc1 | 19.4%
Cc1noc(-c2cccc(OC3CN(C(=O)Cc4ccsc4)C3)c2)n1 | 7.0%[5.79 µM]
CCNc1cc(N2CCC(CCC(=O)NCCc3ccccn3)CC2)ncn1 | -29.2%
O=C(Nc1ccccc1Cl)c1sc2cccc(Cl)c2c1Cl | 20.1%

Next structures:
Compound | Pf Dd2 inh
CCOCCOC1CCN(C(=O)NCc2ccc(OC)cc2)CC1 | -3.9%
O=C(NCCCn1ccnc1)c1ccc2nc(-c3ccc(F)cc3)cn2c1 | -20.8%
COCCN1C(=O)c2ccccc2C(C(=O)N2CCSCC2)C12CCCC2 (stereo unspecified) | 2.5%
NCCC(=O)N1CCC(n2nccc2NC(=O)c2cccc(F)c2)CC1 | -9.1%
CCCCN(C)S(=O)(=O)c1cc(-c2cc(C)no2)ccc1C | i
COc1ccccc1NC(=O)C1=C(C)Nc2c(C(=O)Nc3cccc(C)c3)cnn2C1c1ccccc1Cl (stereo unspecified) | ?
CC(C)(C)OC(=O)N1CCC(c2c(C(=O)NCCN3CCC(Cc4ccccc4)CC3)cnn2-c2ccc(F)cc2)CC1 | 1.58µM*
COc1ccc(C(=O)N2CC[C@@H]3CN(S(C)(=O)=O)[C@@H]3C2)c(OC)c1 | 20.8%
COCc1nncn1C1CCN(S(=O)(=O)c2cc(F)ccc2OC)CC1 | 1.1%
CN(C)C(=O)CCC(=O)N1CC[C@@](C)(O)[C@@H](Cc2ccccc2)C1 | 16.8%
Cc1ccc(CNC(=O)c2ccc(NC(=O)N3CCSc4ncccc43)cc2)cc1 | i
COCCN1CC(C(=O)N2CCN(c3ncccc3C#N)CC2)CCC1=O (stereo unspecified) | 13.1%

Other structures
Compound | Pf Dd2 inh
O=C(N[C@@H]1CCC[C@@H]1C(=O)N1CCCCCC1)c1ccncc1 | ?
O=C(c1cc(F)ccc1Cl)N1CCC2(CC1)NC(=O)N(Cc1ccccc1)C2=O | 36.6%[activator]
Cc1cn(CC(=O)N2C[C@@H](NS(C)(=O)=O)[C@H](C(C)C)C2)c(=O)[nH]c1=O | -2.3%
Cc1cc(C)n2nc(SCC(=O)Nc3cccc(C(F)(F)F)c3)nc2n1 | i
CNC(=O)c1ccc2c(c1)NC(C)(CCCCc1ccccc1)CO2 (stereo unspecified) | i
CCN(CC)C(CNc1ncncn1)c1ccco1 (stereo unspecified) | -4.7%
O=C(Cn1c(=O)n(Cc2ccco2)c(=O)c2sc3ccccc3c21)Nc1ccccc1C(F)(F)F | ?
COc1ccc(NC(=O)C2CCN(S(=O)(=O)c3c(C)noc3/C=C/c3ccco3)CC2)cc1 | ?
O=C(Cn1ncc2c3ccccc3n(Cc3ccccc3F)c2c1=O)NCCCc1ccccc1 | 3.6%
CC(C)Oc1ccc2c(NC(=O)CN3CCCC3=O)nn(Cc3ccccc3)c2c1 | ?
O=C(NCC1CCOCC1)c1ccsc1 | 66.7%[activator]
CCCCc1c(C)nc2c(-c3ccc(Cl)cc3)c(C)[nH]n2c1=O | -18.5%

Additional compounds
Compound | Pf Dd2 inh
Cc1c(Cl)cccc1NC(=O)CCn1nc(C)c2c(C)n(-c3ccccc3)nc2c1=O | 31.1%[activator]
COc1ccc(NC(=O)c2nnn(Cc3nc(-c4cc(OC)c(OC)c(OC)c4)oc3C)c2C)cc1 | 33.4%[activator]
CC(C)(Oc1nn(CC2CC2)c2ccc(CN3CCCC3)cc12)C(=O)NC1CC1 | -32.4%[44.1 µM]
Cc1ccc(C(=O)N2CCCC(n3cc(-c4noc(C)n4)nn3)C2)cc1 (stereo unspecified) | i
CN1C[C@H](C(=O)Nc2nccs2)C[C@H]1c1cccc(C(F)(F)F)c1 | 2.82µM*
O=C(NCc1ccco1)N1CC2CC(C1)[C@H]1CCCC(=O)N1C2 (stereo partly specified) | -10.7%
Cc1ccc(-n2c(SCC(=O)N3CCc4ccccc43)nc3c([nH]c4ccccc43)c2=O)cc1 | -10.8%
Cc1cc(C(=O)N2CC(F)(F)C[C@H]2c2nnc(C)o2)on1 | 31.2%
O=C(Cn1nc2c(cc1=O)CCCC2)Nc1ccc(F)cc1F | 24.9%
Cc1ccccc1-n1ncc(C(C)NC(=O)c2ccsc2)c1C (stereo unspecified) | -5.4%
Cn1cc(CN2CCOC[C@H](Oc3ccc(S(C)(=O)=O)cc3)C2)c2ccccc21 | 10µM*
Cc1cccc(C(=O)N2CCCCCCNC(=O)[C@@H]3CCCC[C@@H]32)c1 | 0.1%

Continuation:
Compound | Pf Dd2 inh
COC(=O)[C@@H]1C[C@H](NC(=O)c2ccc(Oc3ccccc3)cc2)CN1C | 0.1%
Cn1cnnc1CC1CCCN(C(=O)C2CCCC2)C1 (stereo unspecified) | 3.1%
c1ccc(CC2=NOC3(CCCN(Cc4ccns4)C3)C2)cc1 (stereo unspecified) | 6.31µM*
CN1CCN(C(=O)c2ccc3c(c2)OCCO3)CC1=O | -12.1%
CC(=O)NCC(=O)N1CC(F)(F)C[C@H]1c1nc(-c2ccccc2)no1 | 29.0%
Cc1ccsc1C(=O)N1CCC2(CCCCO2)CC1 | 12.9%
COCc1nc(-c2ccc(OC3CCN(C(=O)NCc4ccc(F)cc4)C3)cc2)no1 (stereo unspecified) | i[5.79 µM]
CCn1cc(CNC(=O)c2cc(-c3ccc(C)cc3)nc3ccc(Br)cc23)c(C)n1 | ?
O=C1NC(=NC2CCCCC2)C2(CCN(Cc3cccnc3)CC2)N1c1cccnc1 | 7.8%
CC1(CNC(=O)c2ccsc2)CCOCC1 | i
Oc1ccccc1-c1cnc2n[nH]c(-c3ccc4c(c3)OCO4)c2n1 | 11.2µM*
O=C(CC[C@@H]1CNC(=O)[C@@H]2C[C@H](NC(=O)Nc3ccccc3)CN12)Nc1ccccc1 | ?

Next part.
Compound | Pf Dd2 inh
Cn1cc(C(=O)N2CCC(OC3CCN(S(C)(=O)=O)CC3)CC2)cn1 | 40.5%[activator]
COCCN(C)C(=O)c1ccc2c(c1)C1(CCN(C)C1)CN2CC1CC1 (stereo unspecified) | -10.3%[44.1 µM]
Cc1ccccc1OCCSc1nc(C)c(Cc2ccccc2)c(=O)[nH]1 | 19.6%
COc1ccc2nc(C)cc(Nc3ccc(Cl)c(Cl)c3)c2c1 | 1µM*
Cc1ccccc1OCC(=O)Nc1ccc2nc(SCCOc3ccccc3)sc2c1 | -10.2%
Cc1cccc(Cn2c(SCc3ccc(C(=O)NCCc4ccccc4)cc3)nc3ccncc32)c1 | 3.16µM*
O=C(c1ccc2cc[nH]c2c1)N1CCC(c2noc(C3CC3)n2)C1 (stereo unspecified) | 38.7%[activator][5.79 µM]
O=C(NCc1cccc(Cl)c1)C(=O)Nc1ccc2nc3n(c(=O)c2c1)CCCCC3 | 29.5%
COc1ccc(-c2[nH]ncc2CN2CC[C@H]3CC[C@@H](C2)N3)cc1 | -9.8%
O=C(NCc1ccoc1)c1ccc2nc(-c3ccc(F)cc3)cn2c1 | -7.7%
N#Cc1ccc(CN2CCCCCCNC(=O)CC2c2ccccc2)cc1 (stereo unspecified) | i
COc1cccc(C(=O)Nc2ccccc2C(=O)OCc2cc(=O)n3c(C)csc3n2)c1 | 4.9%

Molecules from the list above with a cyano group, in the order listed:
Compound | Pf Dd2 inh
CCOc1ccc(/C=C/c2nc(C#N)c(N3CCCCCC3)o2)cc1 | 12.2%
COCCN1CC(C(=O)N2CCN(c3ncccc3C#N)CC2)CCC1=O (stereo unspecified) | 13.1%
N#Cc1ccc(CN2CCCCCCNC(=O)CC2c2ccccc2)cc1 (stereo unspecified) | i

More results follow:
Compound | Pf Dd2 inh
COc1ccc(-n2nc(C)c([C@@H]3C=C[C@@H](NCc4ccccc4)C3)c2C)cc1 | 2.82µM*
CCOc1ccccc1NC(=O)N1CCC(N2CC(OCCOC)C23CCCCC3)CC1 (stereo unspecified) | i
CCOc1ccccc1NC(=O)C1CCN(S(=O)(=O)c2ccc3[nH]c4c(c3c2)CCCCC4)CC1 | ?
CCc1c(C)nc2nncn2c1NCc1ccc(OC)cc1 | ?
Cc1csc(NC(=O)c2ccc3c(c2)OCCN(CCC(F)(F)F)C3)n1 | -20.0%[44.1 µM]
Cc1ccc(SC2CCN(C(=O)c3cn(CCc4ccccc4)nn3)CC2)cc1 | -4.3%
O=C(Cc1cccc(Cl)c1)NCc1nnc2ccc(-c3ccc(F)cc3)nn12 | -12.7%
CC(=O)N[C@@H]1CN(Cc2ccc(OC(C)C)cc2)C[C@H]1CO | 20.9%
CCC(=O)Nc1ccc2nc(SCc3ccc(C)cc3)sc2c1 | ?
Cc1ccc(C(N)=O)cc1-c1cc(NCc2cccnc2)nc2[nH]ccc12 | -14.8%
CC(=O)N1CCc2c(sc3c2c(=O)n(Cc2ccccc2)c(=O)n3Cc2ccccc2Cl)C1 | ?
O=C(NC1CCc2ccccc21)c1cc2n(n1)CC(c1ccc(Cl)cc1)OC2 (stereo unspecified) | -24.5%

Entries shown so far containing two or more sulfur atoms, in the order listed:
Compound | Pf Dd2 inh
Cc1nc(-c2ccccc2)sc1-c1ccc(SCC(=O)Nc2ccccc2)nn1 | ?
Cc1ccccc1OCC(=O)Nc1ccc2nc(SCCOc3ccccc3)sc2c1 | -10.2%
CCC(=O)Nc1ccc2nc(SCc3ccc(C)cc3)sc2c1 | ?

The listing continues:
Compound | Pf Dd2 inh
CN(Cc1ccccc1)Cc1cc(C[C@H]2CNCC[C@H]2CC(=O)N2CCN(c3ccccn3)CC2)no1 | ?
CC(C)CC(NC(=O)c1ccc(=O)[nH]c1)c1nnc2n1CCNCC2 (stereo unspecified) | -4.0%
Cc1cc(=O)n(CC(=O)Nc2cc(Cl)ccc2C)c(N2CCOCC2)n1 | ?
CCCN(CC1CCOC1)C(=O)Nc1ccc(C)cc1C (stereo unspecified) | i[5.79 µM]
COc1ccc(OC)c(NC(=O)N2CC(C)Oc3ccc(C)cc32)c1 (stereo unspecified) | -24.5%
O=C(Nc1ccc(S(=O)(=O)N2CCCCCC2)cc1)c1cc(=O)c2ccccc2o1 | i
CCN1CCN(CCCNC(=O)c2cnn(-c3ccc(C)cc3)c2C2CCN(C(=O)OC(C)(C)C)CC2)CC1 | -3.8%
Cc1nn(CCC(=O)Nc2ccc(Cl)cc2)c(C)c1S(=O)(=O)N1CCCCC1 | 35.6%
C[C@@H](NC(=O)Nc1cccnc1)c1onc(-c2ccc(F)cc2)c1C(=O)O | -21.2%[44.1 µM]
CCn1nc(C)cc1C(=O)N1C[C@H]2OC(=O)N(CCCN3CCOCC3)[C@H]2C1 | -8.6%
COCCN(C)C[C@@H]1CN(C(=O)c2cc3ccccc3s2)C[C@@H]1CO | 2.6%
COc1ccccc1C(=O)OCc1cc(=O)n2nc(-c3cccs3)sc2n1 | -1.7%

Next part
Compound | Pf Dd2 inh
Cc1nc(N2CCC(NC(=O)Cc3cccc(F)c3)CC2)cc(C(F)(F)F)n1 | -0.6%
O=C(c1cc(-c2ccncc2)n[nH]1)N1CCC2(CC1)Nc1ccccc1NC2=O | ?
COc1ccc(CN2CCCC3(CC(Cc4ccccc4)=NO3)C2)cc1 (stereo unspecified) | -6.0%
Fc1ccc(C2Cn3nnc(-c4nc(-c5cccc(F)c5)no4)c3CO2)cc1 (stereo unspecified) | i
O=C(CSC12CC3CC(CC(C3)C1)C2)NCc1cc2n(n1)CCNC2 | -0.5%
Cc1ccccc1-c1cc(-c2c(C)noc2C)cc2c1C(=O)N(C)C2 | ?
